From PubChem
UBC13 polyUb = blocks human UBC13 polyubiquitin chain formation; P61088; TR-FRET; inhibition, % at 20 µM; 330,000 compounds, 0.47% hits; AID 485273; in the data active means inhibition above about 45%, passing the limit was not always enough; inconclusive means no clear call, values can overlap the other calls
Target sequence (P61088 whole entry, looked up): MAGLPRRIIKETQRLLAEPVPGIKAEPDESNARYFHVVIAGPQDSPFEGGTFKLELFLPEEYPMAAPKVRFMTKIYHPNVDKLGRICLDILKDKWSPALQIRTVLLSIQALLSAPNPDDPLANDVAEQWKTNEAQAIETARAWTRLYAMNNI
APJ antagonist = APJ receptor antagonism | P35414 | inhibition, % at 20 µM | CHO-K1 APJ beta-arrestin complementation, luminescence | 330,000 compounds, 0.32% hits | AID 2521;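 active means inhibition above about 40% at 20 µM, limit read from the data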;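 further: cells challenged with 10 nM apelin-13 agonist together with compound; plate controls were apelin-13 plus DMSO wells for no effect and DMSO wells lacking apelin-13 for full effect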
APJ ag = activates the human apelin receptor APJ; P35414; CHO-K1 APJ PathHunter beta-arrestin, luminescence; 0% DMSO wells, 100% apelin; activation, % at 20 µM; 330,000 compounds, 0.11% hits;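 active means activation more than six SD over the plate average, tested at 20 µM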;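 further: 0% = DMSO alone and 100% = apelin-13 at 10 nM; some results filed as inactive read as strong as hits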
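Incubation: overnight seeding, 90 min compound at 25 °C, 1 h detection; test system: PathHunter CHO-K1 APJ (AGTRL-1) beta-arrestin reporter cells; amount: 1000 cells/well; doses: one dose, 20 µM compound, 1% DMSO; measured by: beta-gal luminescence; measure: agonist-driven arrestin binding to APJ; benchmarks: negative DMSO alone, positive Apelin-13 at 10 nM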
EBI2 antag = antagonists of human EBI2 receptor. AID 651636. EBI2 beta-arrestin recruitment, luminescence, 7a,25-OHC stimulated. 360,000 compounds, 0.81% hits. inhibition, % at 5 µM. P32249; in the data active means inhibition above about 38%;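 further: enzyme fragment complementation signal reports receptor beta-arrestin coupling in cells; 0% = agonist plus DMSO wells and 100% = wells without agonist; some results beyond the cut were filed as inactive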
Gli-Sufu block = antagonists of Gli-Sufu signaling. 340,000 compounds, 0.74% hits. inhibition, % at 5 µM. Sufu-KO-LIGHT fibroblasts, Gli luciferase reporter luminescence;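 active means inhibition above about 55%, limit read from the data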;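 further: 0% = DMSO-treated cells and 100% = wells with medium but no cells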
CXCR6 inh = blocks human CXCR6 beta-arrestin recruitment; O00574; CHO-K1 PathHunter CXCR6 beta-arrestin, luminescence; inhibition, % at 20 µM; 360,000 compounds, 0.36% hits; AID 602244; in the data active means inhibition above about 34%, passing the limit was not always enough;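 further: antagonist mode with CXCL16 agonist at 10 nM final; 0% = 10 nM CXCL16 with DMSO and 100% = unstimulated wells without agonist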
Target sequence (O00574 whole entry, looked up): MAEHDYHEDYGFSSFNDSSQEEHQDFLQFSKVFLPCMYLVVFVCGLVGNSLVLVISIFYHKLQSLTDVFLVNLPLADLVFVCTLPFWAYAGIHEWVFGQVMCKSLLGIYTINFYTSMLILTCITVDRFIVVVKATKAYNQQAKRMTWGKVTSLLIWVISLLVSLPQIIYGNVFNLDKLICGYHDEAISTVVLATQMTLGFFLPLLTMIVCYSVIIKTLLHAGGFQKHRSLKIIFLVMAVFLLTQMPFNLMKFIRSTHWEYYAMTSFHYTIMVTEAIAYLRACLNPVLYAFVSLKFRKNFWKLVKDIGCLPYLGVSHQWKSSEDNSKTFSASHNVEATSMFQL
CCR6 antagonist = blocks CCL20-driven beta-arrestin recruitment at human CCR6 | CHO-K1 CCR6 PathHunter beta-arrestin, luminescence, CCL20-stimulated | inhibition, % at 20 µM | 340,000 compounds, 0.49% hits | AID 493098;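 active means compounds whose inhibition of the agonist-driven luminescence signal at 20 µM reaches about 50%, limit read from the data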;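 further: cells stimulated with CCL20 at 14 nM final; plate controls were DMSO with CCL20 for no effect and DMSO without agonist for full effect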
ATG4B inhibitor = blocks human ATG4B protease cleavage of LC3 substrate. 340,000 compounds, 0.51% hits. ATG4B cleavage of LC3-PLA2, NBD-HPC fluorescence, 1 h. Q9Y4P1. inhibition, % at 8.33 µM; in the data active means inhibition above about 40%
Target sequence (Q9Y4P1 whole entry, looked up): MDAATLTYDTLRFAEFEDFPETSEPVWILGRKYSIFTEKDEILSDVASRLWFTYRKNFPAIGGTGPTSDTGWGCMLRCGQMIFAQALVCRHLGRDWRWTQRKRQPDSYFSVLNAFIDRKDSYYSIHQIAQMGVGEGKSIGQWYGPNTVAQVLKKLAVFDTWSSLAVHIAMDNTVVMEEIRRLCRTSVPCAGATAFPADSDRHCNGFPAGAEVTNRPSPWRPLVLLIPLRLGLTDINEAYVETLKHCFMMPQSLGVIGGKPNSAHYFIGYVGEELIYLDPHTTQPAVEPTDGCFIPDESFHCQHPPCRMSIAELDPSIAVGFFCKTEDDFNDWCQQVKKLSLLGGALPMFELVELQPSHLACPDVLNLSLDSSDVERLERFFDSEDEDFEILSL
* marks the source's active call; other numbers are inactive results; ? = inconclusive; . = not tested or not shown.

SMILES | UBC13 polyUb | APJ antagonist | APJ ag | EBI2 antag | Gli-Sufu block | CXCR6 inh | CCR6 antagonist | ATG4B inhibitor
Cc1ccc2c(c1)CCCN2C(=O)c1cccs1 | 4 | 11 | -3 | -5 | 0 | 8 | 7 | 10
Cc1ccc(-n2c(C)c3c(C)nnc(C)c3c2C)cc1N | 14 | -17 | -2 | -7 | 11 | 2 | 2 | 5
Cc1cc(C(=O)CSc2nnnn2-c2ccc(Cl)cc2)c(C)n1CC1CCCO1 (centres undefined) | 3 | 24 | -5 | 11 | -6 | -6 | 1 | 1
O=C(C1CCCC1)N1CCCC(Nc2ccc(F)cc2)C1 (centres undefined) | 3 | -1 | -3 | 3 | 4 | 7 | -8 | 0
COC(=O)C1C(=O)C=C(N2CCOCC2)CC1(C)C (centres undefined) | 2 | 0 | 0 | 0 | 5 | -1 | 37 | -12
O=C1c2ccsc2SCCN1Cc1cccc(Cl)c1 | 2 | 11 | -2 | -9 | -16 | 4 | 2 | 12
COc1ccc(S(=O)(=O)N2CCC(C(=O)N[C@@H](C)C(=O)N3CCCCCC3)CC2)cc1 | -1 | 13 | -4 | -1 | -8 | 1 | -6 | -2
CCc1ccc(NS(=O)(=O)c2ccc(C)c(C(=O)N3CCOCC3)c2)cc1 | 7 | 9 | -2 | -1 | 3 | -4 | -3 | 4
CCOC(=O)C1(NC(=O)C2(NC(=O)CN3C(=O)c4ccccc4C3=O)CCCC2)CCCC1 | . | . | . | 4 | 9 | 7 | 3 | -7
N#Cc1ccc(NC(=O)Nc2ccc(Oc3ccc(NC(=O)Nc4ccc(C#N)cc4)cc3)cc2)cc1 | -8 | -59 | 19* | -33 | 16 | -16 | -14 | 0
O=C(C1CCCN(c2ncnc3c2nc2n3CCCCC2)C1)N1CCN(c2cccc(Cl)c2)CC1 (centres undefined) | 4 | -10 | 6 | 13 | 27 | -3 | 15 | 11
NC(=O)c1cnn(-c2ccc3ccccc3c2)c1N | -15 | -2 | 2 | 3 | -34 | -4 | 4 | -5
Cn1nnc2cc(C(=O)NC3CCCCC3)ccc21 | -12 | -2 | -2 | -2 | -9 | -6 | 7 | -8
COc1cc(SC)ccc1C(=O)N1CCN(Cc2ccccc2)CC1 | 2 | 18 | -3 | 17 | 2 | -6 | 6 | -10
CC(NC(=O)COC(=O)c1ccc[nH]c1=O)c1ccccc1 (centres undefined) | -4 | 6 | -5 | -4 | 3 | -1 | -1 | -5
CN(CC(=O)Nc1ccc(F)cc1)C(=O)COc1ccccc1Cc1ccccc1 | 4 | -13 | -4 | -2 | -5 | 5 | 19 | -3
Nc1cc(S(=O)(=O)O)cc([N+](=O)[O-])c1O | -27 | 20 | -4 | -8 | -1 | 4 | -4 | -4
CCC(C)Nc1nc2c(c(=O)n(C)c(=O)n2C)n1Cc1cccc(C)c1 (centres undefined) | -6 | -6 | 2 | -3 | 7 | -7 | 14 | 3
CCCCC(=O)Nc1ccc(Cl)cn1 | 3 | -1 | -4 | 1 | 16 | -3 | 14 | -1
C1CN(CC2CCN(c3nc4nonc4nc3N3CCSCC3)CC2)CCO1 | -3 | -41 | -2 | -4 | 2 | 2 | -1 | -1
COc1ccc(CN2CCNC(=O)C2CC(=O)N(C)Cc2ccncn2)c(OC)c1 (centres undefined) | -2 | 7 | -4 | 4 | 7 | -2 | 7 | 10
Cc1ccc(C)c(NC(=O)c2cnc3n(c2=O)CCS3)c1 | 2 | 4 | -1 | -14 | -43 | -6 | 14 | -2
Nc1sc2c(c1C(=O)NCCc1ccccc1)CCC2 | 1 | 2 | -2 | -4 | 4 | 6 | 11 | -8
CC1=C(C#N)C2(O)C(=O)c3ccccc3C2(O)N1 (centres undefined) | -14 | 21 | -3 | 0 | 4 | 4 | 6 | -5
CC(C)CC(OC(=O)c1nsc(Cl)c1Cl)C(=O)NCC1CCCO1 (centres undefined) | 2 | 6 | -4 | 6 | -26 | 9 | 1 | 5
Cc1ccc(NC(=S)N2CCCCCC2)cc1 | 5 | 8 | -5 | -3 | -16 | -8 | 3 | -2
COc1ccc(S(=O)Cc2ccc(C(=O)NCc3cccc(OC)c3)o2)cc1 (centres undefined) | 2 | 1 | 9 | -2 | -1 | -4 | 7 | -8
CC1CCCC(C)N1C(=O)COC(=O)c1ccc([N+](=O)[O-])o1 (centres undefined) | -10 | -8 | 11 | -12 | -1 | -6 | -3 | 3
CCCCSc1nc(C)nc2c1c(=O)n(C)c(=O)n2C | 10 | 3 | 10 | 2 | -4 | 8 | 7 | -2
O=C(CSc1nnc(CNC(=O)c2c(F)cccc2F)o1)NCCc1ccccc1 | 1 | -5 | 7 | -3 | -10 | 1 | 18 | -4
COc1ccc(-c2c(C)oc3c(CN4CCCCC4C)c(O)ccc3c2=O)cc1OC (centres undefined) | 8 | -36 | -3 | 3 | 5 | 5 | -1 | 1
Cc1nn(Cc2ccc(Cl)c(Cl)c2)c(C)c1NC(=O)c1noc2c1CCCCC2 | 12 | -13 | -1 | 7 | 15 | -1 | 4 | -1
Cc1ccc(-c2ccc([C@H]3[C@@H]4C=CCC[C@@]4(C)C(=O)N3Cc3ccccc3)c(F)c2)cc1 | -13 | 14 | 0 | 13 | -2 | -4 | 16 | 18
O=C(COc1ccccc1[N+](=O)[O-])N(Cc1ccccc1)c1ccccn1 | 6 | 13 | -3 | -5 | -4 | 4 | 2 | 2
Cc1cc(C)cc(OCC(=O)Nc2cccc(-c3nnc(-c4ccco4)o3)c2)c1 | 3 | -29 | 8 | -2 | -55 | 3 | 17 | -5
Cn1c(=O)oc2cc(S(=O)(=O)NC(Cc3ccccc3)C(=O)N3CCCCC3)ccc21 (centres undefined) | -3 | 12 | 0 | -7 | 9 | -5 | 6 | -1
Cc1ccc([N+](=O)[O-])cc1S(=O)(=O)N1CCC(C)CC1 | 0 | -39 | -1 | 7 | 0 | 0 | 4 | -14
Cc1ccc(OCCNC(=O)CCNS(=O)(=O)c2ccc(Br)cc2)cc1 | -3 | -1 | -6 | 46* | -2 | 1 | 10 | -2
CCN1C(=O)c2ccccc2Sc2ccc(C(=O)NC(C)C)cc21 | 0 | 10 | -4 | -2 | 9 | -14 | 12 | -10
NC(=O)Cn1c(=O)n(-c2ccccc2)c(=O)c2oc3ccccc3c21 | 8 | -20 | -4 | -4 | -10 | -4 | 11 | 14
CCn1c(O)c(N=NC(=O)CNC(=O)c2ccco2)c2ccccc21 | -18 | -2 | -3 | -1 | 3 | -3 | 16 | -5
CCOC(=O)c1ccc(N2C(=O)CC(NNC(=O)c3ccc(Br)s3)C2=O)cc1 (centres undefined) | ? | -11 | -2 | 0 | 14 | 1 | 5 | -7
Cn1c(C(=O)OCC(=O)NCCc2ccccc2)cc2sccc21 | -2 | 26 | -1 | 3 | -3 | 5 | -7 | 0
CCCCNC(=O)NNC(=O)c1ccco1 | 8 | 10 | -2 | 2 | 1 | -1 | -12 | 0
COCCNC(=O)C(c1ccc(C)cc1)N(C(=O)CCC(=O)Nc1ccccn1)c1ccc(F)cc1 (centres undefined) | 3 | 11 | -1 | -4 | -11 | 4 | 24 | 0
CCN(CC)CCN(C(=O)c1ccc(S(=O)(=O)N(C)C2CCCCC2)cc1)c1nc2c(C)cccc2s1 | -1 | 28 | 0 | 17 | 32 | 16 | 0 | 10
C=CCOc1ccc(C2NC(=O)c3ccccc3O2)cc1 (centres undefined) | 4 | 2 | 3 | -4 | 16 | -8 | 14 | 10
Cc1nnc(SCCC(=O)Nc2nc(-c3ccccc3)ns2)s1 | -11 | 0 | -2 | 0 | 7 | -7 | 10 | -3

3 entries from above in a different format.
The line under a structure holds: UBC13 polyUb	APJ antagonist	APJ ag	EBI2 antag	Gli-Sufu block	CXCR6 inh	CCR6 antagonist	ATG4B inhibitor
> Cn1c(C(=O)OCC(=O)NCCc2ccccc2)cc2sccc21
    -2	26	-1	3	-3	5	-7	0
> CCOC(=O)c1ccc(N2C(=O)CC(NNC(=O)c3ccc(Br)s3)C2=O)cc1 (centres undefined)
    ?	-11	-2	0	14	1	5	-7
> CCN1C(=O)c2ccccc2Sc2ccc(C(=O)NC(C)C)cc21
    0	10	-4	-2	9	-14	12	-10

(continued)
SMILES | UBC13 polyUb | APJ antagonist | APJ ag | EBI2 antag | Gli-Sufu block | CXCR6 inh | CCR6 antagonist | ATG4B inhibitor
O=[N+]([O-])c1nn(-c2ccc3c(c2)OCCO3)n(O)c1=NCCC1=CCCCC1 | -19 | -61 | 10 | 1 | -54 | -7 | 7 | -10
COc1ccc(N(CC(=O)N/N=C(\C)CCc2ccccc2)S(=O)(=O)c2ccc(C)cc2)cc1 | -2 | -29 | -2 | 2 | 0 | 5 | 8 | -12
CC(C)C(=O)Nc1c(-c2ccc(Cl)cc2)c(=O)c2ccccc2n1C | 8 | 12 | -1 | -7 | -2 | -7 | -3 | 5
Cc1nn(C(=O)C2CC2)c(C)c1Sc1ccc(Cl)cc1 | 3 | 16 | -1 | -9 | -3 | -7 | -7 | 1
CNC(=O)C(=O)N/N=C/c1ccc(Br)cc1 | -6 | -7 | -2 | -17 | -20 | 4 | 2 | -10
OCC[C@@H]1C[C@H](O)[C@@H](O)[C@]2(CCCO2)O1 | -4 | -53 | -1 | 0 | -5 | 0 | 1 | -1
COc1ccc(-c2nnn(CC(=O)NC3CCCc4ccccc43)n2)cc1OC (centres undefined) | 4 | -1 | -1 | 2 | 3 | -5 | 8 | -1
N#Cc1cc2c(nc1SCc1ccc(Cl)cc1)CCCC2 | -4 | 16 | -6 | 24 | 3 | -6 | 23 | 8
Clc1ccc(CSc2nnc(/C=C/c3ccccc3)o2)c(Cl)c1 | -2 | -9 | -3 | 12 | 3 | 5 | 8 | 4
COc1ccc(S(=O)(=O)N2CCN(C(=O)CCSc3ccccc3)CC2)cc1 | 3 | -6 | -2 | 3 | -8 | -6 | 4 | -4
O=C(NCc1ccc(C(F)(F)F)cc1)C1CC(c2ccccc2[N+](=O)[O-])=NO1 (centres undefined) | 7 | 12 | 5 | 4 | 5 | -3 | 3 | 6
O=C(COc1ccc(S(=O)(=O)N2CCCC2)cc1Cl)NCc1ccccn1 | 3 | 16 | -4 | -2 | -12 | -5 | -2 | -7
O=c1[nH]c2cc3c(cc2cc1C(c1nnnn1Cc1ccccc1)N1CCCc2ccccc21)OCO3 (centres undefined) | -23 | -10 | -1 | . | 1 | . | -11 | -10
CC(=O)NC(CC(=O)N(C)Cc1cccc(Cl)c1Cl)c1ccccc1 (centres undefined) | -4 | 9 | -5 | 11 | . | 0 | 23 | -3
Cc1cc(C)c(S(=O)(=O)N2CCc3ccccc32)c(C)c1 | -8 | -14 | -2 | 19 | 23 | -4 | 7 | 7
CC1CCCCN1CC(=O)c1c(N)n(Cc2ccccc2)c(=O)n(C)c1=O (centres undefined) | -8 | 2 | 1 | 4 | 9 | 4 | -2 | -3
CC(C)c1ccc(/C=C(\NC(=O)c2ccccc2)C(=O)NCCCN2CCOCC2)cc1 | 5 | 6 | -1 | -12 | 10 | -1 | -2 | -8
CCC(=O)N1CCN=C1SCc1cccc(F)c1 | -5 | -5 | 12 | -7 | 0 | 9 | 5 | -3
Fc1ccc(-c2oncc2-c2nnnn2-c2ccccc2)cc1F | 5 | -1 | -3 | 1 | 1 | 6 | 6 | -5
CCCCCCn1c(CN2CCC(C)CC2)nc2c1c(=O)n(C)c(=O)n2C | 8 | 13 | -2 | 1 | 11 | 0 | 21 | -7
CC(C(=O)N1CCCc2ccccc21)N1C(=O)c2ccccc2C1=O (centres undefined) | -2 | 11 | 2 | -4 | 0 | -3 | -1 | 4

Two compounds picked at random from those above:
SMILES | UBC13 polyUb | APJ antagonist | APJ ag | EBI2 antag | Gli-Sufu block | CXCR6 inh | CCR6 antagonist | ATG4B inhibitor
CCCCCCn1c(CN2CCC(C)CC2)nc2c1c(=O)n(C)c(=O)n2C | 8 | 13 | -2 | 1 | 11 | 0 | 21 | -7
Cc1cc(C)c(S(=O)(=O)N2CCc3ccccc32)c(C)c1 | -8 | -14 | -2 | 19 | 23 | -4 | 7 | 7
